Screens (PubChem BioAssay)
P. falciparum M1AAP: P. falciparum M1AAP inhibitors, biochemical, fluorogenic H-Leu-NHMec substrate, 1536-well (AID 1445); recombinant M1AAP, H-Leu-NHMec fluorogenic kinetic assay; higher % means a stronger effect; inhibition, % at 30 µM; hits with a dose series show IC50 in µM; 0.42% of 220,000 active;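 active = primary inhibition above the hit cutoff, then over 50% inhibition at one or more dose response concentrations, cut at about 23% in these data, passing the limit was not always enough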;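 note: plate controls were DMSO full reaction for no effect and no enzyme background for full effect; strong numbers were not always called active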
human PMI inhibition: inhibitors of human PMI, primary screen, biochemical, fluorescence intensity, coupled assay (AID 1209). purified PMI enzyme, coupled fluorescence intensity; higher % means a stronger effect. inhibition, % at 20 µM; hits with a dose series show IC50 in µM. 0.42% of 190,000 active;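 note: plate controls were DMSO vehicle for no effect and wells lacking substrate for full effect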
M17LAP inhibition: P. falciparum M17LAP inhibitors, primary screen, biochemical, fluorogenic H-Leu-NHMec substrate, 1536-well (AID 1619); recombinant M17LAP, H-Leu-NHMec fluorogenic kinetic assay; higher % means a stronger effect; inhibition, % at 30 µM, or IC50 in µM where a hit was titrated; 0.38% of 220,000 active;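 active = compound inhibiting the enzyme by more than half at any dose during confirmatory dose-response retesting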;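 note: plate controls were full reaction with DMSO carrier for no effect and no enzyme background for full effect; strong numbers were not always called active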
UTI89 phage lysis: protection from phage-mediated lysis, alamar blue read-out – E. coli UTI89, K1F phage, bacterial capsule biogenesis inhibitors (AID 488966). E. coli UTI89 K1F phage lysis, alamar blue, 2 h; higher % means a stronger effect. 0.02% of 340,000 active. inhibition, % at 100 µM; hits with a dose series show IC50 in µM;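 active = phage lysis inhibition, versus mean bacterial control, above a set limit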;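 note: capsule biogenesis inhibitors block K1F phage lysis so surviving cells raise fluorescence; higher fluorescence means more inhibition of phage lysis; actives were called in the ten point dose series up to 300 µM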
T cell HTS: T cell immune modulators affecting CD8 T cell-vesicle binding; 2C CD8+ T cell-vesicle binding, flow cytometry; active compounds read low; 0.068% of 330,000 active; calls only at 7 µM;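 active = response, share of CD8 T cells binding vesicles, and their 90th percentile fluorescence all below set limits, cut at about 80% in these data, passing the limit was not always enough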
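Assay system: 2C TCR transgenic mouse naive CD8+ T cells, MACS-purified | Read-out: CD8+ gate FL2 mean fluorescence as % of same-row positive control | Signal: High-throughput flow cytometry with anti-B7-1 and anti-CD8 staining | Timing: Binding step 1.5 h, 37 °C, antibody labelling 20 min, ice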
RSV antiviral HEp-2: RSV antiviral activity via CPE protection, HEp-2 cells, primary 10 µM value included (AID 2391). 0.13% of 310,000 active. HEp-2 cells, RSV-induced CPE inhibition; higher % means a stronger effect. one-dose CPE inhibition, % at 10 µM; IC50 in µM for titrated hits; in the data active = a potency from the dose series; note: strong numbers were not always called active
TNAP activation fold: stimulation of alkaline phosphatase TNAP activity – biochemical, luminescent, no phosphate acceptor, uHTS, primary screen (AID 1001); purified TNAP, luminescent activation assay, no phosphate acceptor; higher activation fold means a stronger effect; activation fold at 20 µM, or EC50 in µM where a hit was titrated; 0.03% of 200,000 active; in the data active = activation fold from about 3, or a potency from the dose series; inactive = the rest, 99 in 100 with activation fold below about 1.6; note: many of its hits are not listed in these tables
PMI inhibition: MPI inhibition at elevated mannose 6-phosphate – biochemical, fluorescence intensity, high mannose 6-phosphate, primary screen (AID 1220); recombinant PMI enzyme, coupled fluorescence intensity; higher % means a stronger effect; inhibition, % at 20 µM; hits with a dose series show IC50 in µM; 0.66% of 190,000 active
West Nile antiviral: inhibition of WNV-induced cytopathic effect – cell-based, CPE readout (AID 1621); West Nile virus-infected cells, CPE inhibition; higher % means a stronger effect; CPE inhibition, % at 10 µM, or IC50 in µM where a hit was titrated; 0.02% of 290,000 active; in the data active = a potency from the dose series; note: strong numbers were not always called active
T cell HTS vesicle-bound %: recorded beside T cell HTS, whose call it bears; double positive events, %; measured here: CD8+ vesicle-bound cell fraction;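 binding gate set so that unloaded-vesicle control wells show 10% double positive cells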
* hit, by the source's call; i = inactive; x = no result given; [ ] = dose if it differs, or a comment. Cut-off read from the data, not from the text of the source, unless noted: active = inhibition above about 50%; inactive = the rest.

#	structure	P. falciparum M1AAP	human PMI inhibition	M17LAP inhibition	UTI89 phage lysis	T cell HTS	T cell HTS vesicle-bound %	RSV antiviral HEp-2	TNAP activation fold	PMI inhibition	West Nile antiviral
1	COc1ccc2oc(=O)c(-c3nc(C)cs3)cc2c1	0%	-40%	-7%	0.5%	i	18	1.3%	1.1	-44%	-0.4%
2	CC(=O)c1ccc(Nc2cc(C)nc3nc(C)nn23)cc1	8%	-16%	10%	0.6%	i	54	0.6%	1	4%	x
3	CCN(CC)S(=O)(=O)c1ccc(OC)c(NC(=O)c2cc(C)on2)c1	-8%	-5%	0%	0.5%	i	26	5.1%	1.1	-2%	0.7%
4	CCN(CC(=O)NC1CCS(=O)(=O)C1)S(=O)(=O)c1ccc2ccccc2c1 (stereo not drawn)	7%	10%	2%	4.7%	i	34	2.4%	1.1	10%	-0.4%
5	CCOC(=O)N1CCN(S(=O)(=O)c2cc3c(cc2C)NC(=O)CO3)CC1	2%	-6%	-9%	0.0%	i	5	1.7%	1.1	-7%	-0.9%
6	Cc1cccc(N(CC(=O)NC(C)C)C(=O)CCC(=O)Nc2ccccn2)c1	x	x	x	0.4%	i	37	-0.2%	x	x	-0.5%
7	Cc1cc(C(=O)NC2Cc3ccccc3C2)c(C)o1	10%	x	8%	0.0%	i	30	x	x	x	-0.7%
8	CCOc1ccc(-c2nnc(SCc3nc4ccccc4[nH]3)n2N)cc1	-3%	2%	4%	4.8%	i	29	1.7%	1.1	-3%	-0.2%
9	CCOC(=O)c1ccc(N2C(=O)C3CC=C(C)CC3C2=O)cc1 (stereo not drawn)	-5%	9%	-6%	-0.3%	i	50	0.2%	1.1	8%	0.2%
10	Cc1ccc2nc(NNC(=O)c3ccc4c(c3)OCCO4)sc2c1	-9%	2%	-8%	1.8%	i	33	3.0%	2.5	-11%	x
11	CC(C)=CCc1cc(-c2oc3cc(O)cc(O)c3c(=O)c2O)ccc1O	x	x	x	4.2%	i	26	2.7%	x	x	0.2%
12	Cc1ccc(/C=c2\sc3nc(-c4cccnc4)nn3c2=O)cc1	8%	10%	8%	-0.1%	i	23	0.5%	0.9	-2%	x

Next entries follow.
#	structure	P. falciparum M1AAP	human PMI inhibition	M17LAP inhibition	UTI89 phage lysis	T cell HTS	T cell HTS vesicle-bound %	RSV antiviral HEp-2	TNAP activation fold	PMI inhibition	West Nile antiviral
13	CN(C)c1ccc(/C=N/n2c(-c3cccnc3)n[nH]c2=S)cc1	15%	7%	-6%	-0.1%	i	58	0.8%	1.1	6%	1.4%
14	NC(=O)c1nsc(C(=O)N(CCCN2CCOCC2)C(C(=O)NC2CCCCC2)c2ccc(Cl)cc2)c1N (stereo not drawn)	x	x	x	-0.2%	i	33	0.4%	x	x	-0.6%
15	O=C(CCC(=O)N1CCN(c2cccc(Cl)c2)CC1)N1CCN(c2ccccc2)CC1	x	x	x	-0.1%	i	13	19%	x	x	-0.8%
16	C/C(=N\NC(=S)NC1CCCCC1)c1cccc(Br)c1	-1%	8%	0%	0.1%	i	31	3.8%	1.1	0%	-0.4%
17	Cc1ccc(C(=O)Oc2cc(C)n(C)c(=O)c2)cc1	18%	-2%	6%	0.5%	i	50	0.3%	1.1	-2%	1.6%
18	COC(=O)c1cc(OC)c(OC)cc1NC(=O)Cc1ccccc1[N+](=O)[O-]	3%	-1%	12%	-2.6%	i	12	0.1%	1.1	-3%	-0.8%
19	C/C(=N\Nc1nc(C)cc(=O)[nH]1)C1CC1	-1%	-2%	-6%	0.3%	i	49	-0.3%	1.2	-17%	-0.4%
20	COc1ccccc1CN1C[C@@H]2C[C@@H](c3ccccc3OC)N3CCC[C@@]23C1=O	-1%	x	-2%	0.0%	i	37	4.5%	x	x	-1.0%
21	CN(C)/C=N/c1sc2c(c1C#N)CCCCC2	13%	5%	5%	2.4%	i	47	5.4%	1.1	8%	0.3%
22	CC(C)(C)OC(=O)N1CC(O)CC1C(=O)OCC(=O)c1ccc(Cl)cc1 (stereo not drawn)	0%	-15%	3%	8.5%	i	28	1.0%	0.9	-5%	0.1%
23	COc1ccc(OCc2cnc(Cl)s2)cc1	3%	7%	-6%	0.1%	i	16	1.4%	1.1	6%	-0.3%
24	CCn1c2ccccc2n2c(=O)c(=O)n(CC(=O)Nc3ccc(C(C)C)cc3)nc12	7%	24%	-7%	-0.3%	i	7	1.0%	1.3	10%	-0.4%

Next compounds follow:
#	structure	P. falciparum M1AAP	human PMI inhibition	M17LAP inhibition	UTI89 phage lysis	T cell HTS	T cell HTS vesicle-bound %	RSV antiviral HEp-2	TNAP activation fold	PMI inhibition	West Nile antiviral
25	CC(C)Nc1nc(SCC(=O)Nc2ccccc2)nc(N2CCOCC2)n1	1%	17%	10%	-1.0%[50 µM]	i	49	5.9%	1	12%	0.0%
26	CC(=O)Nc1cc2c(cc1C(=O)C(C)C)OCCO2	4%	-2%	-11%	1.1%	i	42	1.7%	1.1	-6%	0.4%
27	CC(C(=O)N1CCN(Cc2ccccc2)CC1)n1ncn2cccc2c1=O (stereo not drawn)	x	x	x	6.4%	i	19	0.5%	x	x	-0.3%
28	CC#CC(=O)N1CCC(CCC(=O)N(C)Cc2ccccc2)CC1	x	x	x	-1.8%	i	54	5.1%	x	x	0.8%
29	O=C(/C=C\Nc1ccccc1Br)c1ccc2c(c1)OCO2	7%	-10%	-1%	1.2%	i	26	2.6%	1	-3%	-1.3%
30	O=C(Nc1nc(-c2cccs2)cs1)c1ccc(Cl)cc1	3%	-4%	1%	-0.1%	i	6	22%	1.1	-13%	-0.5%
31	O=C(NCCn1cccn1)C1CCC(=O)N(CCc2cccc(F)c2)C1 (stereo not drawn)	x	x	x	0.7%	i	12	1.0%	x	x	-0.5%
32	COCCNC(=O)c1cccc(C)c1[N+](=O)[O-]	-2%	10%	8%	2.1%	i	44	1.1%	1.1	-3%	-0.1%
33	CC(C)(C)NC(=O)CSc1nc2[nH]ncc2c(=O)[nH]1	6%	-5%	-3%	0.3%	i	28	-0.3%	1.1	-9%	0.6%
34	COc1cccc(-c2cc(C(=O)Nc3nc4ccccc4s3)c3ccccc3n2)c1	11%	22%	-5%	-0.3%	i	68	8.3%	1.1	16%	-0.4%
35	CCN=C1S/C(=C\c2cc(Br)c(O)c(OC)c2)C(=O)N1CC	x	x	x	0.1%	i	49	0.1%	x	x	1.4%
36	COCCNC(=S)N/N=C/c1ccc(OCc2ccc(C(=O)OC)cc2)c(OC)c1	3%	3%	-11%	x	i	43	2.2%	1.1	6%	0.7%

New compounds follow:
#	structure	P. falciparum M1AAP	human PMI inhibition	M17LAP inhibition	UTI89 phage lysis	T cell HTS	T cell HTS vesicle-bound %	RSV antiviral HEp-2	TNAP activation fold	PMI inhibition	West Nile antiviral
37	CN(Cc1ccccc1)C(=S)NC(=O)C1CCCCC1	4%	11%	10%	-0.2%	i	54	0.3%	1	4%	-0.4%
38	O=C(N/N=C/c1ccc([N+](=O)[O-])o1)c1cc(-c2ccncc2)nc2ccccc12	8%	-14%	-4%	-8.5%	i	47	5.4%	0.9	9%	2.5%
39	CCc1nnc(NS(=O)(=O)c2ccc(NS(=O)(=O)c3ccccc3[N+](=O)[O-])cc2)s1	x	x	x	0.1%	i	53	0.1%	x	x	-0.2%
40	O=C(c1cc(COc2cccc3cnccc23)on1)N1CCCC(CCCO)C1 (stereo not drawn)	x	x	x	-0.3%	i	42	-0.1%	x	x	-0.5%
41	CCN(CC)CCNC(=O)Cc1nn(Cc2ccccc2)c(=O)c2ccccc12	2%	14%	-3%	0.4%	i	13	0.3%	1	7%	-0.4%
42	N#CC1=C2N=C(N)c3ccccc3N2C2=C(C(=O)CCC2)C1c1ccccc1F (stereo not drawn)	9%	x	-3%	1.3%[50 µM]	i	51	2.1%	x	x	0.5%
43	Cn1cc(CNCc2cn(C)nc2-c2ccc(C3CCCCC3)cc2)cn1	4%	14%	0%	0.1%	i	24	-3.5%	1.1	10%	-0.8%
44	CC(C)CNC(=O)C(=O)NNC(=O)C1CCCCC1	-5%	12%	-2%	2.1%	i	44	1.1%	1.1	-1%	-0.2%
45	O=C1CNC(=O)/C1=C/c1ccccc1	15%	-19%	8%	0.1%	i	54	0.9%	1	-23%	0.2%
46	O=C(Nc1ccccc1C(=O)O)c1ccc(Cl)c(S(=O)(=O)N2CCOCC2)c1	5%	-24%	15%	0.0%	i	58	1.8%	1	-15%	0.1%
47	CCOC(=O)C1=C(O)/C(=C/c2ccccn2)SC1=Nc1ccc(Cl)cc1	-2%	31%	-7%	1.3%[50 µM]	i	52	2.5%	1.1	3%	-1.1%
48	Cn1ncc([N+](=O)[O-])c1C(=O)Nc1ccc(C2CCCCC2)cc1	0%	0%	-5%	0.5%	i	49	2.0%	0.9	-2%	-0.8%

Additional results:
#	structure	P. falciparum M1AAP	human PMI inhibition	M17LAP inhibition	UTI89 phage lysis	T cell HTS	T cell HTS vesicle-bound %	RSV antiviral HEp-2	TNAP activation fold	PMI inhibition	West Nile antiviral
49	COc1ccccc1CNC(=O)CNC(=O)Cn1cnc2ccccc2c1=O	9%	14%	3%	0.6%	i	34	2.1%	1.1	16%	-0.1%
50	C=CCNC(=O)c1onc(CCl)c1C(=O)OC	7%	4%	2%	2.1%	i	51	0.3%	1	10%	-0.5%
51	Cc1cccc(N2CC(=O)N(c3cccc(C)c3)CC2=O)c1	0%	-12%	-13%	-0.4%	i	15	1.5%	1.1	-7%	0.1%
52	CN(CC(=O)Nc1ccc(F)cc1)C(=O)c1ccccc1OCc1ccc(F)cc1	x	x	x	-0.2%	i	11	0.8%	x	x	-1.1%
53	CC(C)CN(C(=O)COC(=O)c1ccc2c(c1)NC(=O)CS2)C1CCS(=O)(=O)C1 (stereo not drawn)	2%	-8%	25%	2.2%	i	41	0.5%	1.1	-5%	1.7%
54	Cc1cc(C)n(CCOC(=O)c2sc3ccccc3c2Cl)n1	2%	3%	6%	0.3%	i	39	0.6%	1.1	4%	0.4%
55	CC(=O)Nc1ccc2oc(-c3cc(F)c(F)cc3Cl)nc2c1	12%	3%	-17%	1.3%	i	3	0.7%	1.1	-1%	2.0%

Laid out differently: results already given
Screens in order – P. falciparum M1AAP, human PMI inhibition, M17LAP inhibition, UTI89 phage lysis, T cell HTS, T cell HTS vesicle-bound %, RSV antiviral HEp-2, TNAP activation fold, PMI inhibition, West Nile antiviral
[49] COc1ccccc1CNC(=O)CNC(=O)Cn1cnc2ccccc2c1=O
→ 9%, 14%, 3%, 0.6%, i, 34, 2.1%, 1.1, 16%, -0.1%
[50] C=CCNC(=O)c1onc(CCl)c1C(=O)OC
→ 7%, 4%, 2%, 2.1%, i, 51, 0.3%, 1, 10%, -0.5%
[51] Cc1cccc(N2CC(=O)N(c3cccc(C)c3)CC2=O)c1
→ 0%, -12%, -13%, -0.4%, i, 15, 1.5%, 1.1, -7%, 0.1%
